Screening results as filed in PubChem BioAssay.
A549 tox – kills or reduces viability of A549 cells in Nrf2 counter-screen; 390,000 tested, 0.16% active; Potency, µM (titrated, usually from 46 µM), for inactives: top-dose activity change, negative = cytotoxicity, usual class: inhibitors; A549 ARE-Fluc cells, CellTiter-Fluor viability, 18-24 h; also: % is scaled to controls: 0 for no effect and ±100 for the full control effect
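A549 ARE_Fluc cells in 5% FBS OPTI-MEM were exposed to compounds in concentration-response for 18-24 h at 37 deg C. Viability was read by CellTiter-Fluor fluorescence (Ex 405/Em 525) after 30 min, before the luciferase read.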
Nrf2 block – blocks Nrf2 signaling; Potency, µM (series often up to 46 µM), for the others: top-dose activity change, negative = inhibition, usual class: inhibitors; AID 504444; A549 ARE-Fluc reporter, luciferase luminescence, 18-24 h; 360,000 tested, 2.1% active; also: % is scaled to controls: 0 for no effect and ±100 for the full control effect; nearly all actives have a fitted effect of over 60% in size
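A549 ARE_Fluc cells, 5000/well, 5% FBS OPTI-MEM; compounds in dose-response, 18-24 h at 37 °C/5% CO2; CellTiter-Fluor viability read (Ex 405/Em 525), then BugLite luciferase luminescence = Nrf2 activity.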
HepG2 tox – counter-screen for TGF-b inhibitors: cytotoxicity in HepG2 cells. HepG2 CAGA-GFP viability, ATP luminescence, 18 h. Potency, µM (top dose mostly 46.1 µM), inactives show at the top dose activity change, negative = cytotoxicity, usual class: cytotoxic. 410,000 tested, 0.76% active; also: some results filed as inactive show a strong effect at the top dose
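CellTiter-Glo luminescence gave cytotoxicity after 18 hours at 37 degrees C. The cells were HepG2 CAGA-GFP in 1% FBS DMEM, stimulated with 500 pg/mL TGF-beta after compound addition. %Activity was normalised to no-cell wells (complete cell-killing) and DMSO (no toxicity), and curves were fitted and classified.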
Nrf2 ARE act – Nrf2 pathway activation. AREc32 ARE-luciferase reporter (MCF7-derived line), luminescence, 24 h. 410,000 tested, 0.31% active. Potency, µM (series often up to 46.1 µM), inactives show at the top dose activation, actives largely listed as activators. AID 624171; also: % of control where 0% means no effect; nearly all actives have a fitted effect of over 65% in size
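ARE-driven firefly luciferase activity in AREc32 cells measured after a 24 hr compound exposure at 37 deg C, using Steady-Glo reagent and a 30 min room-temperature hold.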
ATXN2 expr inh – inhibitors of ATXN2 expression. HEK-293 ATXN2-luciferase reporter, luminescence, 24 h. Potency, µM (top dose mostly 57 µM), for inactives: at the top dose activity change, negative = inhibition, actives largely listed as inhibitors. 360,000 tested, 0.72% active; also: % is scaled to controls: 0 for no effect and ±100 for the full control effect; nearly all actives have a fitted effect of over 55% in size
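ATXN2-luciferase reporter cells (luciferase flanked by upstream and downstream ATXN2 gene portions) were treated 24 h at 37 °C with compounds at up to 57 uM. SteadyGlo luminescence gave expression; GF-AFC fluorescence gave viability.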
TGFb inhibitor – TGF-b pathway inhibition. 410,000 tested, 1.2% active. HepG2 CAGA-GFP TGF-b/SMAD3 reporter, GFP fluorescence, 18 h; TGF-beta stimulated, 500 pg/mL final. Potency, µM (top dose mostly 46.1 µM), without a hit: top-dose activity, negative = inhibition, hits mostly inhibitors; also: % is scaled to controls: 0 for no effect and ±100 for the full control effect; nearly all actives have a fitted effect of over 65% in size
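HEPG2 CAGA-GFP cells (1000/well, DMEM with 1% FBS) were pre-incubated 2 h at 37 degrees C, given compound by pin tool, then stimulated with TGF-beta at 500 pg/mL final for 18 h before per-cell GFP fluorescence imaging.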
EPAC2 antag – EPAC2 (human) antagonism; 360,000 tested, 0.18% active; Potency, µM (highest dose often 114 µM), inactives show top-dose activity, negative = inhibition, usual class: inhibitors; EPAC2 GEF exchange of Rap1B-BODIPY-GDP, fluorescence; AID 720708; also: % is scaled to controls: 0 for no effect and ±100 for the full control effect; nearly all actives have a fitted effect of over 45% in size; many of its hits are not listed in these tables
Target sequence (Q8WZA2 whole entry, looked up): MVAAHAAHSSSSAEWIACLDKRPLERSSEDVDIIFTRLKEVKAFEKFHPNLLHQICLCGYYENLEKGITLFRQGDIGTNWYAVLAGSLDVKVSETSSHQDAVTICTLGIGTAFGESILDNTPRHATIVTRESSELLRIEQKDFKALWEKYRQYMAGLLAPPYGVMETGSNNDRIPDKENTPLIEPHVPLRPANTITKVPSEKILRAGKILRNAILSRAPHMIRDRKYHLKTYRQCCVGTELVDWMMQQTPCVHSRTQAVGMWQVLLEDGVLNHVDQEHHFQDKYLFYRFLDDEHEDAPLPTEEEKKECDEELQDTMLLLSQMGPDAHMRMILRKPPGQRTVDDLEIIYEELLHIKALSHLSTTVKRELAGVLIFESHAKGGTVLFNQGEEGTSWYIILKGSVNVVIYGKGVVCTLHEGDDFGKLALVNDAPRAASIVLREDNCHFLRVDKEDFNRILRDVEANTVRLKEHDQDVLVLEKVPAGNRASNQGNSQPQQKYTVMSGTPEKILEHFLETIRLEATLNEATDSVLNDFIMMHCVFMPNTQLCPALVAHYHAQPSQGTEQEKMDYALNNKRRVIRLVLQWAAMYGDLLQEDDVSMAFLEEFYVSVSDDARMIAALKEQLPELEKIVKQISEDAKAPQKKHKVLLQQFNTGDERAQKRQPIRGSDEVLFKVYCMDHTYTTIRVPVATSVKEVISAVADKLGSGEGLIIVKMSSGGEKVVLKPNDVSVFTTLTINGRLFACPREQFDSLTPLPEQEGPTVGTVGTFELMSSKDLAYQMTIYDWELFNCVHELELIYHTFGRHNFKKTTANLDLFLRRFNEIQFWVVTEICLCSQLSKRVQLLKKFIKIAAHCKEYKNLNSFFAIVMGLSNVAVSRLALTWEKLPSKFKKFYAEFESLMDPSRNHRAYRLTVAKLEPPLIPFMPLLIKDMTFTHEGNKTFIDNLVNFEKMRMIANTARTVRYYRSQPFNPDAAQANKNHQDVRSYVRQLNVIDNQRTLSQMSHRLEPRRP
S2 tox – cell viability loss in ATXN counter-screen. S2 cells (HEK-293 line with an ATXN2-luciferase reporter) viability, CellTiter-Fluor protease fluorescence, 24 h. Potency, µM (doses to about 56.7 µM), usual class: cytotoxic. 400,000 tested, 0.49% active. AID 651635; also: nearly all actives have a fitted effect of over 40% in size
MCF10A rerep – inducers of DNA re-replication in MCF 10A breast cells; MCF 10A DNA re-replication, Hoechst nuclear intensity, 48 h; Potency, µM (titrated, usually from 46.1 µM), for the others: top-dose activity, positive = re-replication, hits mostly activators; 350,000 tested, 2.9% active; AID 624296; also: % of control where 0% means no effect; nearly all actives have a fitted effect of over 50% in size
Starred values were filed as active, the others as inactive; i = inactive; u = inconclusive; x = not tested or not shown; [ ] = remark or other dose. Calls follow the shape of the dose curve; as a rule, active = well fitted curve in the direction sought with a large enough effect; inconclusive = small, poorly fitted or top-dose-only effect, or another doubt; inactive = no such curve, though single readings can be large; an effect the other way counts as inactive or inconclusive. Potency is read from the fitted curve at half-maximal effect.

Molecule | A549 tox | Nrf2 block | HepG2 tox | Nrf2 ARE act | ATXN2 expr inh | TGFb inhibitor | EPAC2 antag | S2 tox | MCF10A rerep
CCc1c(C)n([O-])c2c([n+]1=O)CCCCC2 | 1.8% | x | -3.2% | -0.8% | -1.3% | 3.0% | 11.2% | i | -5.6%
COc1ccc(-n2nc([N+](=O)[O-])c(=NCCc3ccc(Cl)cc3)n2O)cc1 | -10.1% | 7.5% | -22.3% | -0.2% | -2.7% | -12.2% | -1.4% | i | -4.4%
COc1ccccc1N1CCN(C(=O)c2oc3ccc(F)cc3c2C)CC1 | u | -13.8% | -42.2% | 3.6% | -9.2% | -12.9% | 1.2% | i | u
CCOC(=O)NC(=O)CSc1nc2ccc([N+](=O)[O-])cc2[nH]1 | -0.2% | 0.2% | -2.4% | 3.4% | 5.3% | 12.1% | 0.0% | i | -2.9%
CCOc1cccc(C(=O)Nc2ccc(S(=O)(=O)Nc3cc(C)on3)cc2)c1 | 1.2% | -4.9% | -29.7% | -0.6% | -7.7% | u | 3.4% | i | 1.0%
CCOC(=O)N1CCc2c(sc3c2c(=O)n(-c2ccc(F)cc2)c(=O)n3CC(=O)c2ccc(Cl)cc2)C1 | -0.1% | u | 2.2% | -1.5% | x | -2.9% | x | x | x
COc1cccc(-c2csc(NC3OC(=O)c4c3ccc(OC)c4OC)n2)c1 (configuration not stated) | -8.7% | u | -22.9% | u | 80.9%[activator] | 11.2µM* | 4.5% | u | u
COc1ccc(NC(=O)C(c2ccc(Cl)cc2)C(C)C)cn1 (configuration not stated) | -3.2% | -4.4% | -5.9% | 0.3% | -10.2% | 11.4% | -14.1% | i | 10.0%
Cc1ccc(CNC(=O)C2CCC(CNS(=O)(=O)c3cccs3)CC2)cc1 (configuration not stated) | -6.7% | 0.8% | -9.5% | 0.7% | -17.5% | 0.0% | 4.2% | i | 2.3%
CCCS(=O)(=O)NC(=O)C1(C)CCCN(C(=O)c2oc3ccccc3c2C)C1 (configuration not stated) | x | x | 1.1% | -0.9% | 9.8% | 5.5% | 5.8% | i | x
O=C(CCc1ccc(Oc2cc([N+](=O)[O-])cc([N+](=O)[O-])c2)cc1)Nc1cccc(Cl)c1 | -2.8% | -3.9% | -3.2% | 0.8% | u | u | 3.8% | u | -3.9%
COC(=O)c1c(C)[nH]c(C(=O)C(C)Sc2nnc(-c3cc(OC)c(OC)c(OC)c3)o2)c1C (configuration not stated) | -12.4% | u | -8.9% | -1.0% | -19.8% | 1.7% | 8.0% | i | 2.4%

The final 2 records of the section before open the next one.
Molecule | A549 tox | Nrf2 block | HepG2 tox | Nrf2 ARE act | ATXN2 expr inh | TGFb inhibitor | EPAC2 antag | S2 tox | MCF10A rerep
O=C(CCc1ccc(Oc2cc([N+](=O)[O-])cc([N+](=O)[O-])c2)cc1)Nc1cccc(Cl)c1 | -2.8% | -3.9% | -3.2% | 0.8% | u | u | 3.8% | u | -3.9%
COC(=O)c1c(C)[nH]c(C(=O)C(C)Sc2nnc(-c3cc(OC)c(OC)c(OC)c3)o2)c1C (configuration not stated) | -12.4% | u | -8.9% | -1.0% | -19.8% | 1.7% | 8.0% | i | 2.4%
Cc1cccc(C(=O)OCC(=O)Nc2sccc2C(N)=O)c1C | x | x | 1.4% | -0.8% | x | -8.8% | 13.6% | i | x
O=C1C(C2=NC(c3ccccn3)C3C(=O)N(c4ccccc4)C(=O)C23)=C(O)c2ccccc21 (configuration not stated) | 9.3% | 12.4% | 29.1% | -0.5% | x | -4.6% | 4.1% | i | 5.1%
CC(C)C[C@H]1CNC(=S)N1C[C@H]1CCCN1C[C@H](CC(C)C)N1C[C@H](Cc2ccccc2)N(CCc2ccccc2)C1=S | x | x | -23.3% | 0.6% | u | u | 3.1% | u | x
Cc1ccc(-n2c(=O)c3c(cnn3C)n(Cc3ccc(Cl)cc3)c2=O)cc1 | 4.7% | 8.1%[9.27 µM] | -1.0% | 0.5% | x | x | x | x | x
CCN(c1ccccc1)C(CNS(=O)(=O)c1ccccc1)c1ccccc1 (configuration not stated) | -24.3% | 23.1µM* | -48.0% | 0.0% | u | 15.8µM* | x | u | x
Cc1n[nH]c(=O)nc1NCC1CCCO1 (configuration not stated) | 0.3% | 10.5% | 6.8% | -0.4% | 160.7%[activator] | -4.8% | 2.6% | i | -1.0%
COCCN(C(=O)CSc1ccc2c(c1)OCCO2)c1c(N)n(CC(C)C)c(=O)[nH]c1=O | 0.7% | -3.0% | -3.9% | -0.1% | 3.0% | -3.1% | 1.3% | i | -16.9%
CCOC(=O)C1(C)C=C(Nc2cccc(C(=O)O)c2)C(=O)N1c1cccc(C(=O)O)c1 (configuration not stated) | -9.0% | 1.6% | 11.6% | 0.5% | 12.1% | 37.7% | x | i | x
CC1=NN(c2nc(-c3ccc(C)cc3)cs2)C(=O)C1N=Nc1ccc(C(N)=O)cc1 (configuration not stated) | -9.6% | u | 0.2% | 2.2% | -31.1% | u | 0.2% | u | u
CC(C)Nc1nc(-c2ccncc2)nc(-c2ccc(Cl)cc2)c1C#N | -9.4% | -17.9% | 2.7% | -0.5% | -4.2% | 3.9% | -24.8% | i | u
Cc1noc(C)c1C(=O)N1CCN(c2ccc(OCc3ccccc3)cc2)CC1 | -1.8% | 20.6µM* | 8.9% | -0.3% | x | -7.3% | 10.3% | u | u
CN(c1ccccc1)S(=O)(=O)c1cccc(NC(=O)CCNC(=O)c2ccc(Cl)cc2)c1 | -6.1% | u | -15.9% | 0.2% | -27.2% | u | -4.0% | u | 0.9%
CC#CC[N+](C)(C)CC(=O)c1ccccc1 | 3.2% | 9.5% | -32.8% | -1.4% | 5.7% | 21.4% | 10.6% | i | -3.9%
COc1ccc(N2CCC(CNC(=O)Nc3cccc(OC)c3)C2)cc1 (configuration not stated) | -2.1% | 4.1% | 0.0% | 3.5% | -10.8% | -9.1% | -4.6% | i | u
COc1cc(CN(C)C(=O)C2CCN(S(=O)(=O)c3cccs3)CC2)ccc1OC(F)F | -13.2% | u | -19.3% | 0.0% | -21.8% | -1.9% | -13.2% | i | 16.9%
O=C1CCCN1CC(=O)N1CCCC(Nc2cccc(F)c2)C1 (configuration not stated) | -7.5% | 6.2% | 26.1% | -0.7% | 9.6% | -2.7% | -0.7% | i | -1.9%
CCOC(=O)c1c(-c2ccccc2)csc1NC(=O)c1cc(-c2ccc(Cl)cc2)on1 | 1.4% | 1.4% | -14.1% | 0.3% | 0.0% | -29.0% | x | i | x
Cc1cc(N2CCC(C)CC2)n2ncc(-c3ccccc3)c2n1 | 17.4% | x | -46.5% | 2.6% | 34.5%[activator] | -19.3% | -14.6% | i | u
Cc1cc2nn(-c3ccccc3)nc2cc1NC(=O)c1cccc2c(Cl)cccc12 | 8.6% | 11.9% | -23.1% | 0.9% | 21.7% | -2.9% | x | i | x
COc1ccc(C2C(=O)N(C3CCCCC3)CC(=O)N2Cc2ccccc2Cl)cc1OC (configuration not stated) | u | x | 0.5% | 0.9% | 2.5% | 0.8% | x | i | x
CCN(C(=O)COn1nnc2ccc(S(=O)(=O)N(C)C)cc21)C1CCS(=O)(=O)C1 (configuration not stated) | 7.9% | 4.0% | -1.0% | -0.3% | x | 13.0% | 0.8% | u | -5.8%
COc1ccc(Nc2nc(Nc3ccc(OC)cc3OC)nc(N3CCOCC3)n2)c(OC)c1 | 9.1% | -25.2% | -42.2% | u | x | 9.9% | x | x | x
COc1cccc(C2C3=C(CC(C)(C)CC3=O)Nc3n[nH]c(C)c32)c1 (configuration not stated) | 3.5% | 1.1% | 25.0% | 0.7% | x | -3.6% | -3.8% | u | -0.9%
COc1ccc(-c2cn3c(n2)sc2cc(C(=O)NC4CCCc5ccccc54)ccc23)cc1 (configuration not stated) | -2.1% | -0.5% | -16.9% | 3.5% | x | -24.8% | x | x | x
C=CCn1c(SCC(=O)Nc2ccc(-c3nc4ccc(C)cc4s3)cc2)nnc1-c1ccncc1 | 5.4% | u | -24.6% | 2.4% | 64.4%[activator] | 6.4% | -14.6% | i | 10.7%
CCCN1C(=O)c2[nH]nc(-c3ccccc3O)c2C1c1ccc(OCc2ccccc2)c(OCC)c1 (configuration not stated) | -16.1% | u | -51.0% | -0.3% | x | u | x | x | x
Cc1cccc(NC(=S)NCCN2CCOCC2)c1 | -4.1% | 15.1% | -1.4% | -0.6% | -22.0% | 8.5% | 1.7% | u | u
N#Cc1c(NC(=O)C2CC(c3ccccc3Cl)=NO2)sc2c1CCC2 (configuration not stated) | -21.7% | -18.5% | -60.1% | -0.1% | 18.5% | -5.3% | -6.1% | i | 20.6µM*
CC(NC(=O)CCCCCN1C(=O)c2ccccc2C1=O)c1ccc2c(c1)CCCC2 (configuration not stated) | -2.2% | -17.5% | -2.8% | 0.4% | 1.7% | -1.2% | -7.0% | i | -0.9%
O=Cc1c[nH]c2cccc(OCc3ccccc3)c12 | -0.7% | -4.2% | -20.4% | 20.3% | 30.4%[activator] | -15.2% | -18.5% | i | u
C[C@@H]1CCCCO[C@@H](CN(C)C(=O)Nc2ccc3c(c2)OCO3)[C@@H](C)CN([C@H](C)CO)C(=O)c2cc(N(C)C)ccc2O1 | x | x | -1.6% | 0.2% | 8.8% | 2.7% | -2.1% | i | x
CN(CC(O)COc1ccccc1F)C1CCCCC1 (configuration not stated) | 1.3% | -7.9% | -14.0% | -0.5% | -14.7% | -2.7% | 1.7% | i | -28.2%

Grouped by structure: the compounds so far containing a furan ring, fused or not.
Molecule | A549 tox | Nrf2 block | HepG2 tox | Nrf2 ARE act | ATXN2 expr inh | TGFb inhibitor | EPAC2 antag | S2 tox | MCF10A rerep
COc1ccccc1N1CCN(C(=O)c2oc3ccc(F)cc3c2C)CC1 | u | -13.8% | -42.2% | 3.6% | -9.2% | -12.9% | 1.2% | i | u
CCCS(=O)(=O)NC(=O)C1(C)CCCN(C(=O)c2oc3ccccc3c2C)C1 (configuration not stated) | x | x | 1.1% | -0.9% | 9.8% | 5.5% | 5.8% | i | x

Not all compounds are listed, so the mix of outcomes need not match the whole.
